NadD inh: inhibitors of S. aureus NadD, primary screen, biochemical, colorimetric, uHTS; purified NadD enzyme, colorimetric absorbance read-out; inhibition, % at 20 µM; actives 0.78% (n = 360,000); in the data active means inhibition above about 26%; further: some compounds past the cut are filed as inactive
STEP block: STEP phosphatase inhibitors, primary screen, biochemical, fluorescence intensity, uHTS; Tyrosine-protein phosphatase non-receptor type 5 (Homo sapiens), P54829; AID 588621, 2011; recombinant STEP, OMFP fluorogenic substrate; inhibition, % at 20 µM; actives 0.25% (n = 360,000);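 active means inhibition at 20 µM, scaled per plate between control wells, above about 37%, limit read from the data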;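 further: 0% = DMSO with enzyme and substrate and 100% = substrate only without enzyme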
Target sequence (P54829 whole entry, looked up): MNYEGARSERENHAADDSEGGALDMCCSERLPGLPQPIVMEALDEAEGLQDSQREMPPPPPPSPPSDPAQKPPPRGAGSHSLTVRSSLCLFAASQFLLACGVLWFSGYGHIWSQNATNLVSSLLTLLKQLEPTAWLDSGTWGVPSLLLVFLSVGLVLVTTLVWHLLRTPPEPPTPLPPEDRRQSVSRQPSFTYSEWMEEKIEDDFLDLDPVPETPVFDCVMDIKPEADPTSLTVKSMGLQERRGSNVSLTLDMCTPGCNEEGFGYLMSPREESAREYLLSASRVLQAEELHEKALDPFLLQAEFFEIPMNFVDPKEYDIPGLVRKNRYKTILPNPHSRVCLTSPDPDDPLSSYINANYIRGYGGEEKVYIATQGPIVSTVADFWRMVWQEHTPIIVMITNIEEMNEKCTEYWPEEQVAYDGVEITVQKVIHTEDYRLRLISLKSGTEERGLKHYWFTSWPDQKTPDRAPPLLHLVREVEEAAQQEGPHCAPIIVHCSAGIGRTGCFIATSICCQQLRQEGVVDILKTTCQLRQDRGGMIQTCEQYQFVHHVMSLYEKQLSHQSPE
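Also added – OMFP at 25 µM · Test system – STEP tyrosine phosphatase · Technique – FITC-channel fluorescence of OMFP product · Schedule – 20 min at room temperature, dark · Evaluation – control-normalized % inhibition with plate pattern correction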
Rpn11 block: Rpn11 (PSMD14) deubiquitinase inhibitors, primary screen, biochemical, fluorescence polarization, uHTS; 26S proteasome non-ATPase regulatory subunit 14 (Homo sapiens), O00487; human 26S proteasome, Ub4-pepOG fluorescence polarization; 20S core pre-blocked with epoxomicin; calls only at 20 µM; actives 0.59% (n = 360,000);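 active means inhibition at 20 µM, scaled to each plate's controls, above about 33%, limit read from the data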
SKN-1 block: suppressors of acrylamide-induced Pgst-4::GFP reporter in worms, primary screen, SKN-1 inhibitor project, whole organism, uHTS, GFP/RFP fluorescence ratio, strain VP596. C. elegans VP596 Pgst-4::GFP/RFP ratio, 24 h. inhibition, % at 21.8 µM. actives 0.49% (n = 360,000);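 active means interference check ratio from 0.5 to 1.5 plus GFP to RFP signal ratio inhibition reaching or exceeding a fixed threshold, cut at about 30% in these data, passing the limit was not always enough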; further: some compounds called inactive have numbers as strong as hits
NRP1-CendR mod: modulators of CendR peptide binding to NRP-1, primary screen, biochemical, fluorescence polarization, uHTS | Neuropilin-1 (Homo sapiens), O14786 | AID 602438, 2012 | actives 0.85% (n = 360,000) | inhibition, % at 25 µM | FAM-RPARPAR peptide binding to NRP-1;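 active means inhibition or corrected inhibition above about 18%, plus a signal ratio from 0.5 to 1.5, limit read from the data, passing the limit was not always enough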; further: strong numbers were not always called active
LMPTP inh: LMPTP phosphatase inhibitors, primary screen, biochemical, fluorescence intensity, uHTS. recombinant LMPTP-A, OMFP fluorogenic substrate. inhibition, % at 20 µM. actives 0.22% (n = 360,000);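 active means compounds that cut the enzyme signal by at least half of the control window in the single-dose screen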;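 further: plate controls were DMSO wells with enzyme plus substrate for no effect and substrate without enzyme for full effect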
Target sequence (P24666 whole entry, looked up): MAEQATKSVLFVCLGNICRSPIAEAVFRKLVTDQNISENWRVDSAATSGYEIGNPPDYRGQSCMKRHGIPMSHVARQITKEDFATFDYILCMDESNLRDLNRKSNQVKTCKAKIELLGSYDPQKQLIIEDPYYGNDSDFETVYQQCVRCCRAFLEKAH
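test system = LMPTP-A | amount = 0.625 nM LMPTP-A final | reagent = fluorogenic phosphatase substrate OMFP at 400 µM final | incubation = 50 min at room temperature | benchmarks = no-enzyme low control, uninhibited high control | medium = Bis-Tris pH 6.0, DTT, detergent | signal = fluorescence intensity of OMFP turnover product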
SUMO1 PPI mod: modulators of SUMO1 protein-protein interactions, primary screen, biochemical, uHTS; Small ubiquitin-related modifier 1 (Homo sapiens), P63165; SUMO1 binding to a labelled peptide, TR-FRET, 1 h; inhibition, % at 20 µM; actives 0.33% (n = 360,000); AID 602429, 2012; in the data active means inhibition above about 37%
Target sequence (P63165 whole entry, looked up): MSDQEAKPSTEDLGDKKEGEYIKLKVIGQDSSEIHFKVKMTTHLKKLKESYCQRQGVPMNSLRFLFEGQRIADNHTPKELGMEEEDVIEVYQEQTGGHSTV
DNMT1 block: human DNMT1 methyltransferase inhibitors, primary screen, biochemical, molecular beacon, fluorescence, HinP1I cleavage, uHTS | actives 0.83% (n = 360,000) | DNA (cytosine-5)-methyltransferase 1 (Homo sapiens), P26358 | AID 588458, 2011 | inhibition (reported as % activation of signal), % at 10 µM; in the data active means inhibition above about 50%
Scp1 inh: Scp-1 phosphatase inhibitors, primary screen, biochemical, colorimetric, uHTS. Carboxy-terminal domain RNA polymerase II polypeptide A small phosphatase 1 (Homo …. Recombinant Scp1, phosphopeptide, malachite green phosphate absorbance. inhibition, % at 20 µM. actives 0.88% (n = 340,000). AID 493091, 2011;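 active means inhibition above about 50% at 20 µM, limit read from the data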;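 further: plate controls were DMSO wells with enzyme for no effect and wells lacking enzyme for full effect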
Target sequence (Q9GZU7 76-261 limits assumed): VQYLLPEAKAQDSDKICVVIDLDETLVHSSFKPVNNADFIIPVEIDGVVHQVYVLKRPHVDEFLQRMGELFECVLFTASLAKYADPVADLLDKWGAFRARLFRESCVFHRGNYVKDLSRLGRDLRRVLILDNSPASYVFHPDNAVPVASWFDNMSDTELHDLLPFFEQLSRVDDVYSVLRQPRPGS
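Test system: SCP-1 phosphatase catalytic domain, residues 76-261 | Compound dosing: One concentration, 20 µM, with 1.0% DMSO | Schedule: 45 min room-temperature reaction, 5 min colour, 30 min stabiliser | Detection: Absorbance at 630 nm | Read-out basis: % inhibition of SCP-1 phosphate liberation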
MT1-MMP act inh: blockers of MT1-MMP proenzyme processing, primary screen, HT1080 RFP-PRO-GFP cells, GFP/RFP fluorescence; Matrix metalloproteinase-14 (Homo sapiens), P50281; GFP/RFP ratio fluorescence, overnight; percent of plate control window, DMSO zero; GFP/RFP ratio change, % at 20 µM; actives 0.061% (n = 360,000); AID 651647, 2012;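 active means GFP/RFP ratio change of at least 30% with cell ATP level not reduced by more than half and red fluorescence within 50% of control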; further: strong numbers were not always called active
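Test system: HT1080 cells expressing an RFP-PRO-GFP fluorescent reporter construct / Compound dosing: single-point 20 µM compound, 1% DMSO / Schedule: cells overnight before dosing, compound overnight, 37 °C, 5% CO2 / Evaluation: GFP/RFP fluorescence ratio / Control set: DMSO and RFP-L50D-GFP cell wells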
An asterisk follows results filed as active; i = inactive; . = not tested or not shown.

SMILES | NadD inh | STEP block | Rpn11 block | SKN-1 block | NRP1-CendR mod | LMPTP inh | SUMO1 PPI mod | DNMT1 block | Scp1 inh | MT1-MMP act inh
COc1ccc2oc(C(=O)NC3CCCCC3)c(C)c2c1 | -6 | -1 | i | -7 | 0 | 3.0 | 1 | -7 | -6 | -2
CSC1=NC(=O)/C(=C/c2ccc(SC)cc2)S1 | -6 | -5 | i | -18 | -30 | -3.4 | -11 | -6 | -4 | -6
COCCNC(=O)C(OC(=O)c1ccco1)c1ccccc1Cl (stereo not given) | -3 | -2 | i | -10 | 8 | 0.1 | 2 | 2 | -9 | 3
CC1(C(=O)OCC(=O)Nc2cccc(S(=O)(=O)NC3=NCCCCC3)c2)CC1(Cl)Cl (stereo not given) | -5 | -3 | i | 6 | 7 | -1.2 | 2 | -1 | -7 | -1
Cc1ccc(NN2C(=O)C=C(c3ccccc3)C2=O)cc1 | 5 | 2 | i | 2 | -12 | 5.7 | -3 | 6 | -9 | -1
CCC(C)c1ccc(NC(=O)c2ccco2)cc1 (stereo not given) | -4 | -1 | i | 19 | -6 | 0.5 | 1 | 0 | -6 | 4
Cc1c(N)cc(C(=O)N2CCOCC2)cc1[N+](=O)[O-] | -2 | -2 | i | 14 | -7 | -3.4 | -6 | 0 | -6 | 3
O=C(NCC1CCCO1)c1ccc2nc(N3CCCCC3)sc2c1 (stereo not given) | -2 | 5 | i | -11 | -4 | -0.9 | 2 | 1 | -13 | 4
COc1ccc(S(=O)(=O)N(C)C[C@H]2Oc3c(NC(=O)NC(C)C)cccc3C(=O)N([C@H](C)CO)C[C@@H]2C)cc1 | 2 | 0 | i | 6 | 2 | -0.7 | 1 | 3 | -8 | 2
COc1ccc(OCCCC(=O)Nc2cc(S(=O)(=O)N3CCCCC3)ccc2C)cc1 | -11 | 2 | i | -6 | 0 | 1.2 | -4 | -3 | -5 | 5
CCOc1ccc(C2C(C#N)=C(N)N(N(C)C)C3=C2C(=O)CC(C)(C)C3)cc1 (stereo not given) | -4 | 0 | i | -7 | -1 | -1.3 | -3 | -1 | -3 | -1
CC1(C(=O)O)CCN1C(=O)c1cccc(OC(F)(F)F)c1 (stereo not given) | -1 | -1 | i | 5 | -5 | 0.3 | -3 | 4 | . | 2
COc1ccc(-c2nn(CCC(=O)O)cc2/C=N/NC(N)=S)cc1 | 5 | -1 | i | 8 | 11 | -1.0 | -3 | -1 | 24 | -13
CCOc1cc(/C=C2\C(=O)N(Cc3ccco3)C(C)=C2C(=O)OC)ccc1O | -4 | 0 | i | -9 | -13 | 1.0 | -19 | 5 | -2 | -4
O=C(c1ccco1)n1nc(NCc2ccccc2)nc1NCc1ccccc1 | 5 | 0 | i | 31 | -5 | 2.0 | -4 | -10 | 2 | 4
COC(=O)C[C@@H]1CC[C@@H](NS(=O)(=O)c2ccc(OC)cc2)[C@@H](CO)O1 | . | . | . | 4 | 8 | 1.6 | -4 | . | . | -1
COc1ccccc1OCC(=O)NNC(=O)C(=O)N1CCCC1 | -1 | 2 | i | 9 | 3 | -2.8 | 2 | 1 | 48 | 3
COc1cccc(N2CCN(C(=O)c3ccc(CS(=O)c4ccccc4C)o3)CC2)c1 (stereo not given) | 1 | -2 | i | -11 | 11 | -0.6 | 0 | 0 | -5 | 11
COC(=O)c1sc(S(=O)(=O)Nc2ccc(C)cc2)c(C(=O)OC)c1C | -8 | -2 | i | -6 | 13 | -0.2 | 1 | 9 | -13 | 2
COCC(C)n1c(C)cc(C(=O)CSc2nc3ccccc3c(=O)[nH]2)c1C (stereo not given) | -4 | 2 | i | -1 | -11 | -0.1 | 1 | -2 | -10 | 1

Whole records from above. Order of values: NadD inh	STEP block	Rpn11 block	SKN-1 block	NRP1-CendR mod	LMPTP inh	SUMO1 PPI mod	DNMT1 block	Scp1 inh	MT1-MMP act inh
`COc1ccc(OCCCC(=O)Nc2cc(S(=O)(=O)N3CCCCC3)ccc2C)cc1` is listed as -11	2	i	-6	0	1.2	-4	-3	-5	5
`CCOc1ccc(C2C(C#N)=C(N)N(N(C)C)C3=C2C(=O)CC(C)(C)C3)cc1` (stereo not given) is listed as -4	0	i	-7	-1	-1.3	-3	-1	-3	-1
`COc1cccc(N2CCN(C(=O)c3ccc(CS(=O)c4ccccc4C)o3)CC2)c1` (stereo not given) is listed as 1	-2	i	-11	11	-0.6	0	0	-5	11

Later entries:
SMILES | NadD inh | STEP block | Rpn11 block | SKN-1 block | NRP1-CendR mod | LMPTP inh | SUMO1 PPI mod | DNMT1 block | Scp1 inh | MT1-MMP act inh
CCCCC[C@@H](C)N1C[C@@H](COCc2ccccc2)Oc2cc(N3CCC[C@@H]3COC)ccc2S1(=O)=O | -7 | . | . | 19 | 13 | 3.8 | 8 | . | . | -7
CC(CN1CCOCC1)C(=O)c1ccccc1 (stereo not given) | 4 | 0 | i | 9 | -20 | 0.4 | 6 | 3 | -1 | -6
COc1ccc(/C(C)=N/Nc2nccnc2Cl)cc1 | 9 | -1 | i | -10 | 6 | -0.7 | -10 | 0 | -6 | -3
COCCn1c(C)cc(C(=O)COC(=O)CNC(=O)c2ccccc2)c1C | -3 | -1 | i | 5 | -5 | 0.3 | 2 | 6 | -1 | 3
Cc1ccc(N(CC(=O)NCc2ccc(F)cc2)S(=O)(=O)c2c(C)n[nH]c2C)cc1 | -2 | -2 | i | 26 | -7 | 0.3 | 1 | 3 | 4 | -2
Cc1ccc(NC(=O)c2cc(NC(=O)C3CC=CCC3C(=O)O)ccc2N2CCOCC2)cc1 (stereo not given) | 8 | -2 | i | -1 | 7 | 0.3 | -2 | 0 | 8 | 3
O=C1c2ccccc2C(=O)N1CCn1nc(Cl)nc1Cl | 4 | -4 | i | -19 | -10 | -0.6 | -9 | 3 | 4 | -1
CC1CCN(c2c(NCc3ccc(C(=O)NCC4COc5ccccc5O4)cc3)c(=O)c2=O)CC1 (stereo not given) | 14 | 2 | i | 4 | -1 | -0.8 | 9 | -2 | 0 | 2
COc1ccccc1CNC(=O)c1oc2ccc(S(=O)(=O)N3CCOCC3)cc2c1C | -7 | 12 | i | 8 | 0 | -0.5 | 5 | -2 | -5 | 4
O=C(O)c1ccccc1NCc1cccs1 | -4 | 4 | i | 11 | 16 | -2.1 | 8 | 5 | -2 | -9
CCCCn1c(N)c(N(CCC(C)C)C(=O)COC(=O)c2ccccc2)c(=O)[nH]c1=O | -3 | 1 | i | 0 | 4 | -3.0 | -3 | 0 | -5 | -3
CC(=O)Nc1ccc(NS(=O)(=O)c2cc(Cl)ccc2Cl)cc1 | -6 | -4 | i | 14 | -11 | 1.0 | -5 | 1 | -6 | 3
CC(C)Oc1ccc(N2CC(C(=O)NC3=NCCS3)CC2=O)cc1 (stereo not given) | -6 | -1 | i | 0 | 1 | -0.4 | -1 | 6 | -1 | 2
Nc1ccccc1SCC(=O)Nc1ccc2c(c1)OCCO2 | -1 | 0 | i | 6 | -11 | -1.4 | 3 | -4 | -8 | 1
Cc1ccc(C)c(N(CC(=O)N/N=C/c2ccc(-c3ccc([N+](=O)[O-])cc3)o2)S(=O)(=O)c2ccccc2)c1 | 32* | 4 | . | -5 | -101 | 2.7 | -11 | 1 | -4 | -6
Cc1cc(C)n2nc(SCC(=O)NC3(C#N)CCCCC3)nc2n1 | 3 | -5 | i | 12 | -10 | -0.5 | 3 | 1 | . | -2
NC(=O)c1c(NC(=O)c2cccc(N3C(=O)CCC3=O)c2)sc2c1CCCCC2 | -4 | 1 | i | -8 | -18 | -0.2 | 7 | 0 | 0 | -4
Nn1c(SCC(=O)Nc2ccc(S(N)(=O)=O)cc2)nnc1-c1ccco1 | -1 | 0 | i | 14 | 6 | 0.8 | 0 | -2 | -12 | -5
Cc1nnsc1C(=O)N1CCCC(N2CCN(c3ccc(F)cc3)CC2)C1 (stereo not given) | 0 | 0 | i | 11 | -4 | -0.1 | 6 | 4 | -5 | 0
O=C(CN1C(=O)c2ccccc2C1=O)Nc1cc(C(=O)O)cc(C(=O)O)c1 | -2 | 0 | i | 14 | 3 | -2.0 | 0 | 1 | -3 | -2
CCC(=O)Nc1ccc(S(=O)(=O)Nc2ccccn2)cc1 | -2 | -2 | i | 5 | 1 | 0.1 | 3 | 6 | -1 | 3
COc1ccc(Cc2nc(=S)[nH][nH]2)cc1Br | 0 | 7 | i | 0 | 2 | -1.0 | 5 | -1 | -6 | 4
COc1ccc(-c2noc(CCC(=O)NCCc3ccccc3)n2)cc1 | -8 | 1 | i | 11 | 5 | -0.2 | 2 | -1 | -12 | 3
O=C(CC1(O)C(=O)Nc2ccccc21)c1cccc(-n2cccc2)c1 (stereo not given) | 2 | 0 | i | -1 | 8 | -0.1 | -14 | 2 | 2 | -1
Cc1cc2ncn(C(=O)N3CCCCCC3)c2cc1C | 1 | 1 | i | 3 | -2 | 0.8 | 4 | -1 | -6 | 12
Cc1cc(C(=O)OCC(=O)c2cccc([N+](=O)[O-])c2)c2cccc(C)c2n1 | 6 | 2 | i | 1 | 4 | 2.4 | -8 | -4 | -2 | 6
CC(=O)NCC(=O)OCC(=O)Nc1ccc(C(C)=O)cc1 | 0 | -1 | i | 15 | 1 | 0.1 | -2 | -1 | -4 | -3
O=C(O)CCCn1nc(-c2ccccc2)c2ccccc21 | 3 | -2 | i | 16 | -3 | -1.7 | 5 | 4 | -7 | -5

Compound activity: PubChem, Sanford-Burnham Center for Chemical Genomics
